Compound activity (PubChem BioAssay)
mIAP activ – activators of mouse IAP, primary screen, biochemical, luminescence, uHTS; AID 2805, 2010; actives 0.24% (n = 330,000); activation factor at 10 µM; intestinal alkaline phosphatase [Mus musculus]; muIAP, CDP-Star luminescence, 30 min; hits give high values; 1 = vehicle-only enzyme signal, 0 = enzyme-free wells;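 active = activation factor of at least 2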; note: the source names both 10 and 20 µM as test concentration; values of inactives mirror those of a sister screen read the other way
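System: mouse IAP enzyme. Reagent: CDP-Star chemiluminescent phosphatase substrate. Benchmarks: DMSO wells, no-enzyme wells. Times: 30 min enzyme-substrate-compound incubation at room temperature. Detection: luminescence from enzymatic CDP-Star hydrolysis. Doses: test compounds delivered from DMSO solution.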
A3A deaminase – APOBEC3A ssDNA deaminase inhibitors, primary screen, selectivity assay for APOBEC3G inhibitor project, biochemical, FAM/TAMRA oligo cleavage fluorescence. recombinant A3A, FAM/TAMRA ssDNA deamination fluorescence. inhibition, % at 20 µM. actives 0.41% (n = 330,000);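 active = at least 40% inhibition at 20 µM here, with at most 30% in a related deaminase screen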;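 note: plate controls were A3A with DMSO for no effect and wells lacking A3A enzyme for full effect; some results filed as inactive read as strong as hits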
Target sequence (P31941 whole entry, looked up): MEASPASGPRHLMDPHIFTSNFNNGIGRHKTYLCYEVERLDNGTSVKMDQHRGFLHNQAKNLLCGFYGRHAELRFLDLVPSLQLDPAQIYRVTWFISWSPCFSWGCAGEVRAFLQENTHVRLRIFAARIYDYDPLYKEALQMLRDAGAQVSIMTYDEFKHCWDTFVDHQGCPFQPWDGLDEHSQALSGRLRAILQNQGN
MIN6 prolif – inducers of MIN6 beta-cell proliferation, primary screen, ATP luminescence, uHTS | proliferation, % at 10 µM | actives 0.29% (n = 330,000) | AID 2380, 2010 | MIN6 cells proliferation, ATPlite luminescence, 48 h; cells starved in 0.2% serum; 100% = growth in 10% serum;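 active = compounds whose signal lies at least 3.5 SD above the mean of all wells on their plate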;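 note: 0% = DMSO-treated cells in low-serum medium and 100% = 10% serum control; some compounds called inactive have numbers as strong as hits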
SENP1 FRET inh – human SENP1 catalytic domain inhibitors, primary screen, biochemical, FRET, uHTS | Sentrin-specific protease 1 (Homo sapiens), Q9P0U3 | recombinant SENP1 catalytic domain, CyPet-SUMO1-YPet FRET cleavage | inhibition, % at 10 µM | actives 0.21% (n = 360,000) | AID 624204, 2012;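 active = inhibition at least 30% at 10 µM, raw YFP signal under a set limit, fluorescence ratio 0.5 to 1.5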;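 note: 0% = enzyme with DMSO and 100% = no enzyme wells; some results filed as inactive read as strong as hits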
Target sequence (Q9P0U3 419-644 limits assumed): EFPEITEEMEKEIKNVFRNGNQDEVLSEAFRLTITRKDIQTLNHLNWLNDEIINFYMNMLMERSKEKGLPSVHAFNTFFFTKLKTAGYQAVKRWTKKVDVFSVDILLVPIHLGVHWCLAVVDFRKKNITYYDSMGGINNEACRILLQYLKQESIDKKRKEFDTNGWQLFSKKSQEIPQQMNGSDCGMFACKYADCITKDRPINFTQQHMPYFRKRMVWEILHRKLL
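system = hSENP1 catalytic domain, recombinant | reagent = SFCypet-SUMO1-SFYpet substrate at 25 nM | doses = one dose per compound, 10 µM, 0.5% DMSO | incubation = enzyme reaction for 50 min at room temperature, dark | measured by = FRET, CFP and YFP emission | controls = no-enzyme low, enzyme-DMSO high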
mIAP inh – inhibitors of mouse IAP, primary screen, biochemical, luminescence, uHTS; actives 0.2% (n = 330,000); purified mouse IAP, CDP-Star luminescence, 30 min; AID 2806, 2010; inhibition, % at 10 µM;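 active = inhibition of at least 40% at 10 µM in the primary screen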;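 note: plate controls were DMSO with enzyme for no effect and no enzyme wells for full effect; values of inactives mirror those of a sister screen read the other way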
hIAP activ – human IAP activators, primary screen, biochemical, luminescence, uHTS | activation factor at 10 µM | Intestinal-type alkaline phosphatase (Homo sapiens), P09923 | actives 0.16% (n = 330,000) | purified human IAP, CDP-Star luminescence, 30 min; hits give high values; 1 = vehicle-only enzyme, 0 = enzyme-free background | AID 2524, 2010;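 active = activation factor of the enzyme at least 2-fold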; note: the source names both 10 and 20 µM as test concentration; values of inactives mirror those of a sister screen read the other way
NLRP3 yeast inh – NALP3 inflammasome inhibitors in reconstituted yeast, primary screen, luminescence, uHTS; Yeast reconstituted NLRP3/ASC/caspase-1, beta-gal luminescence, 24 h; inhibition, % at 10 µM; actives 0.39% (n = 330,000);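 active = inhibition of 50% or more; inactive = inhibition below 50%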;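 note: plate controls were induced DMSO wells for no effect and uninduced yeast grown without galactose for full effect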
hIAP block – human IAP inhibitors, primary screen, biochemical, luminescence, uHTS. purified IAP, CDP-Star luminescence, 30 min. inhibition, % at 10 µM. actives 0.12% (n = 330,000);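 active = inhibition reaching a set limit with compound at 10 µM in the primary screen, cut at about 35% in these data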;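 note: plate controls were DMSO wells with enzyme for no effect and no-enzyme buffer wells for full effect; values of inactives mirror those of a sister screen read the other way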
A3G deaminase – APOBEC3G DNA deaminase inhibitors, primary screen, biochemical, fluorescence, single-stranded DNA substrate, uHTS; DNA dC->dU-editing enzyme APOBEC-3G (Homo sapiens), Q9HC16; recombinant A3G, ssDNA deamination FAM/TAMRA fluorescence; inhibition, % at 20 µM; actives 0.28% (n = 330,000); AID 493012, 2011;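 active = inhibition of at least 40% at 20 µM, with no more than 30% in the related APOBEC3A deaminase screen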;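 note: plate controls were DMSO wells with A3G for no effect and wells lacking A3G enzyme for full effect; some compounds called inactive have numbers as strong as hits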
An asterisk follows results filed as active. An excerpt; rates above refer to the full screens.

SMILES	mIAP activ	A3A deaminase	MIN6 prolif	SENP1 FRET inh	mIAP inh	hIAP activ	NLRP3 yeast inh	hIAP block	A3G deaminase
Cc1ccc(S(=O)(=O)N2CCC(C(=O)NNC(=O)c3ccccc3)CC2)cc1	1	1	5	3	-1	1.2	22	-23	-2
CCc1ccc(OCC(=O)Nc2nnc(C3CCCC3)s2)cc1	0.99	-2	-1	-2	1	0.93	17	7	-4
Cn1c(CNC(=O)c2ccco2)nnc1SCC(=O)Nc1ccc(Cl)cc1	1.1	-2	-5	0	-8	1	17	-2	9
O=C(Nc1cc2c3c(c1)CC(=O)N3CCC2)c1ccc(F)cc1	0.99	8	1	0	1	0.87	22	13	3
C/C(=N\Oc1cccc(F)n1)c1ccc(Cl)cc1Cl	0.96	-3	0	0	4	0.94	24	6	11
O=C(CCS(=O)(=O)Cc1ccccc1F)NCCCN1CCCCC1	1	-1	-3	-2	0	1	9	-2	-5
Fc1ccc(-n2nnc(-c3ccccc3Cl)n2)cc1	1	-5	-2	-3	0	0.91	-1	9	-10
COc1ccc(-c2csc(-n3cccn3)n2)cc1	0.96	0	-2	1	4	0.96	14	4	-5
CCCC(=O)Nc1c(-c2ccc(C)cc2)c(=O)c2ccccc2n1C	1.1	1	-2	0	-10	1.2	12	-16	-1
CCN(CC)c1ccc(/C=N/N2CCN(c3ccccn3)CC2)cc1	0.96	-6	7	-1	4	0.98	24	2	-6
C=CCn1c(SCC(=O)NCC2CCCO2)nc2sc(C)c(C)c2c1=O (configuration not stated)	0.93	-5	3	1	7	0.96	5	4	-9
CC(C)C(=O)Nc1ccc(-c2nc3cccnc3o2)cc1	1.1	-5	-4	-4	-7	0.88	16	12	-6
CN(CC(=O)Nc1ccc(C#N)cc1)CC(=O)Nc1ccc(N2CCOCC2)cc1	1.1	0	0	3	-9	1.2	7	-21	-4
Cc1oc(-c2cccc(F)c2)nc1CN(Cc1ccccc1)C[C@@H]1CCC(=O)N1	0.97	-3	-2	-2	3	0.85	-9	14	-4
COc1nc(Nc2ccc3c(c2)OCO3)nc(OC)n1	0.89	-1	3	-2	11	0.92	13	8	-2

Overlap with the part before: 5 entries, then new ones.
SMILES	mIAP activ	A3A deaminase	MIN6 prolif	SENP1 FRET inh	mIAP inh	hIAP activ	NLRP3 yeast inh	hIAP block	A3G deaminase
C=CCn1c(SCC(=O)NCC2CCCO2)nc2sc(C)c(C)c2c1=O (configuration not stated)	0.93	-5	3	1	7	0.96	5	4	-9
CC(C)C(=O)Nc1ccc(-c2nc3cccnc3o2)cc1	1.1	-5	-4	-4	-7	0.88	16	12	-6
CN(CC(=O)Nc1ccc(C#N)cc1)CC(=O)Nc1ccc(N2CCOCC2)cc1	1.1	0	0	3	-9	1.2	7	-21	-4
Cc1oc(-c2cccc(F)c2)nc1CN(Cc1ccccc1)C[C@@H]1CCC(=O)N1	0.97	-3	-2	-2	3	0.85	-9	14	-4
COc1nc(Nc2ccc3c(c2)OCO3)nc(OC)n1	0.89	-1	3	-2	11	0.92	13	8	-2
Nn1c(SC/C=C/c2ccccc2)nnc1-c1ccncc1	0.98	-6	-1	-7	2	0.86	-4	14	-11
COCc1cc(=O)[nH]c(Nc2nc3ccc(C)cc3o2)n1	0.98	1	-5	-1	2	2.1*	-11	-108	0
CCOc1ccc(CCNC(=O)COC(=O)c2ccc[nH]c2=O)cc1OCC	1	-1	0	3	-2	1.1	3	-5	-6
NNC(=O)c1cccc(COCC(F)(F)C(F)F)c1	0.98	3	0	3	2	1	17	-2	-2
O=C(Cc1ccc(Cl)cc1)Nc1cccc2ncccc12	1	4	-2	4	-2	1.1	5	-10	-8
CCN1CCN(S(=O)(=O)c2ccc(Cl)c(C(=O)NC3CCCC3)c2)CC1	0.98	1	3	1	2	1	1	-2	-9
CCOc1ccccc1NC(=O)C(OC(=O)c1ccc(O)cc1)c1ccccc1 (configuration not stated)	0.92	-3	-7	1	8	0.95	19	5	-12
CNc1nnc(-c2ccc(C)cc2)c2ccccc12	0.92	1	-2	-2	8	0.96	21	4	2
CCCC(=O)N(CC(=O)Nc1sc(C)c(C)c1C(N)=O)Cc1ccccc1	0.93	-5	-1	3	7	1.1	-5	-5	-11
CCCCNC(=S)NNC(=O)C12CC3CC(CC(C3)C1)C2	1	-1	-2	1	0	1.1	-4	-10	-10
CC(=O)c1ccc(NC(=O)CCC(=O)N2CC(C)Oc3ccc(C)cc32)cc1 (configuration not stated)	0.98	-3	-2	4	2	1.2	-16	-20	-9
O=C(O)c1ccc2c(c1)OCCOCCOCCOCCOCCO2	1	0	3	-2	-2	1.1	5	-8	-3
O=C(Nc1cccnc1)c1ccc2c(c1)C(=O)N(Cc1cccnc1)C2=O	0.92	-1	-1	-2	8	0.89	16	11	-6
Cc1ccc2c(c1)NC(=O)[C@@]1(C)[C@@H](c3ccccc3)[C@H]3COc4ccccc4[C@@H]3N1C2=O	1.1	-2	-8	-1	-11	0.98	15	2	-6
CC(OC(=O)Cc1c(F)cccc1Cl)C(=O)NC1(C#N)CCCCC1 (configuration not stated)	1	-4	-3	1	-1	0.94	-2	6	-11
CCN(CC)CCN(C)c1ccc(N2C(=O)C3CC=CCC3C2=O)cc1[N+](=O)[O-] (configuration not stated)	1.1	-2	1	-7	-5	1.1	8	-8	-7

Three entries drawn at random from those above:
SMILES	mIAP activ	A3A deaminase	MIN6 prolif	SENP1 FRET inh	mIAP inh	hIAP activ	NLRP3 yeast inh	hIAP block	A3G deaminase
CCCCNC(=S)NNC(=O)C12CC3CC(CC(C3)C1)C2	1	-1	-2	1	0	1.1	-4	-10	-10
Nn1c(SC/C=C/c2ccccc2)nnc1-c1ccncc1	0.98	-6	-1	-7	2	0.86	-4	14	-11
CCN1CCN(S(=O)(=O)c2ccc(Cl)c(C(=O)NC3CCCC3)c2)CC1	0.98	1	3	1	2	1	1	-2	-9
